APOBEC3A inh: APOBEC3A ssDNA deaminase inhibitors, primary screen, selectivity assay for APOBEC3G inhibitor project, biochemical, FAM/TAMRA oligo cleavage fluorescence; recombinant A3A, FAM/TAMRA ssDNA deamination fluorescence; AID 493011, 2011; hit rate 0.41% among 330,000; DNA dC->dU-editing enzyme APOBEC-3A (Homo sapiens), P31941; inhibition, % at 20 µM;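 active = at least 40% inhibition at 20 µM here, with at most 30% in a related deaminase screen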;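 note: plate controls were A3A with DMSO for no effect and wells lacking A3A enzyme for full effect; some results filed as inactive read as strong as hits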
Target sequence (P31941 whole entry, looked up): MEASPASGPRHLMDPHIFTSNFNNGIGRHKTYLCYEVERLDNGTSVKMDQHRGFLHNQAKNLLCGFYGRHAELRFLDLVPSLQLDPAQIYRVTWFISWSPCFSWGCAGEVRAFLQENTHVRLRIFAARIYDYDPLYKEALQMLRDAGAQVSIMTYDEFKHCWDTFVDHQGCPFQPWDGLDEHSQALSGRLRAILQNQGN
A3G deaminase: APOBEC3G DNA deaminase inhibitors, primary screen, biochemical, fluorescence, single-stranded DNA substrate, uHTS; recombinant A3G, ssDNA deamination FAM/TAMRA fluorescence; inhibition, % at 20 µM; AID 493012, 2011; hit rate 0.28% among 330,000; DNA dC->dU-editing enzyme APOBEC-3G (Homo sapiens), Q9HC16;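 active = inhibition of at least 40% at 20 µM, with no more than 30% in the related APOBEC3A deaminase screen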;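 note: plate controls were DMSO wells with A3G for no effect and wells lacking A3G enzyme for full effect; some compounds called inactive have numbers as strong as hits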
Target sequence (Q9HC16 whole entry, looked up): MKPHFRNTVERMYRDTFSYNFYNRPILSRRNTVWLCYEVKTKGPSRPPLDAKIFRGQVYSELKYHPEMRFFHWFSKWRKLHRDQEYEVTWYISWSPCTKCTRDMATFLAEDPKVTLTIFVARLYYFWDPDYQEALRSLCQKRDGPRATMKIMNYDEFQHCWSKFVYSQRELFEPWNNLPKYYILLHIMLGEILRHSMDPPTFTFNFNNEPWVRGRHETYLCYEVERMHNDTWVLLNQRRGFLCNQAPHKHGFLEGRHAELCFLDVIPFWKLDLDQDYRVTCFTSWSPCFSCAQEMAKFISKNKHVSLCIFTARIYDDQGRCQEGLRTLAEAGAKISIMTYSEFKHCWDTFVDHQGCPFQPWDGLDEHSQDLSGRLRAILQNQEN
mIAP activ: activators of mouse IAP, primary screen, biochemical, luminescence, uHTS; intestinal alkaline phosphatase [Mus musculus]; muIAP, CDP-Star luminescence, 30 min; stronger effect = higher value; 1 = vehicle-only enzyme signal, 0 = enzyme-free wells; activation factor at 10 µM; hit rate 0.24% among 330,000; AID 2805, 2010;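 active = activation factor of at least 2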; note: the source names both 10 and 20 µM as test concentration; values of inactives mirror those of a sister screen read the other way
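Assay system: mouse IAP enzyme; Reagent: CDP-Star chemiluminescent phosphatase substrate; Compound: DMSO-dissolved test compounds; Incubation: 30 min, room temperature; Technique: luminescence from enzymatic CDP-Star hydrolysis; Controls: DMSO-only wells and no-enzyme negative control.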
MPTP block: mitochondrial permeability transition pore inhibitors, primary screen, biochemical, isolated mouse mitochondria, absorbance; inhibition, % at 10 µM; hit rate 1.4% among 360,000; Ca2+ swelling absorbance, 30 min;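 active = inhibition of 50% or more, scaled per plate between neutral and stimulator controls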;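 note: 0% = DMSO wells given calcium and 100% = 1 mM EGTA wells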
beta cell repl: inducers of MIN6 beta-cell proliferation, primary screen, ATP luminescence, uHTS; hit rate 0.29% among 330,000; proliferation, % at 10 µM; MIN6 cells proliferation, ATPlite luminescence, 48 h; cells starved in 0.2% serum; 100% = growth in 10% serum; AID 2380, 2010;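 active = compounds whose signal lies at least 3.5 SD above the mean of all wells on their plate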;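 note: 0% = DMSO-treated cells in low-serum medium and 100% = 10% serum control; some compounds called inactive have numbers as strong as hits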
mIAP block: inhibitors of mouse IAP, primary screen, biochemical, luminescence, uHTS; AID 2806, 2010; inhibition, % at 10 µM; intestinal alkaline phosphatase [Mus musculus]; hit rate 0.2% among 330,000; purified mouse IAP, CDP-Star luminescence, 30 min;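 active = inhibition of at least 40% at 10 µM in the primary screen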;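 note: plate controls were DMSO with enzyme for no effect and no enzyme wells for full effect; values of inactives mirror those of a sister screen read the other way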
hIAP inh: human IAP inhibitors, primary screen, biochemical, luminescence, uHTS. Intestinal-type alkaline phosphatase (Homo sapiens), P09923. purified IAP, CDP-Star luminescence, 30 min. inhibition, % at 10 µM. hit rate 0.12% among 330,000. AID 2544, 2010;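 active = inhibition reaching a set limit with compound at 10 µM in the primary screen, cut at about 35% in these data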;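 note: plate controls were DMSO wells with enzyme for no effect and no-enzyme buffer wells for full effect; values of inactives mirror those of a sister screen read the other way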
Target sequence (P09923 whole entry, looked up): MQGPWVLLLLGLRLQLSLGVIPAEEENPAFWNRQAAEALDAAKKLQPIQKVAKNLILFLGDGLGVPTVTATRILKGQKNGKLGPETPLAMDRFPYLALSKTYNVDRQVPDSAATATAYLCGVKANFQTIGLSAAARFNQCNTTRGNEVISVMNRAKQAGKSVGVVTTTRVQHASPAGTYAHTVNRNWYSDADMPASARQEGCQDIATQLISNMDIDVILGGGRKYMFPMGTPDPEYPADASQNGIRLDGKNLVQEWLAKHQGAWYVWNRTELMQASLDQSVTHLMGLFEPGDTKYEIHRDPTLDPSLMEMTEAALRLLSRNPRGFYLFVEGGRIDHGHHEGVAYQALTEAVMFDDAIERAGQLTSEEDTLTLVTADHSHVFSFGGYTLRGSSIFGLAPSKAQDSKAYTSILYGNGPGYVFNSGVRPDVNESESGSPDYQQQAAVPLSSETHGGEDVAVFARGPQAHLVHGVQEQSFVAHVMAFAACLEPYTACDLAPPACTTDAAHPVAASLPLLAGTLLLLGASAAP
hIAP activ: human IAP activators, primary screen, biochemical, luminescence, uHTS | activation factor at 10 µM | AID 2524, 2010 | hit rate 0.16% among 330,000 | purified human IAP, CDP-Star luminescence, 30 min; stronger effect = higher value; 1 = vehicle-only enzyme, 0 = enzyme-free background;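 active = activation factor of the enzyme at least 2-fold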; note: the source names both 10 and 20 µM as test concentration; values of inactives mirror those of a sister screen read the other way
ATG4B inhibitor: ATG4B protease inhibitors, primary screen, biochemical, fluorescence, uHTS | Cysteine protease ATG4B (Homo sapiens), Q9Y4P1 | ATG4B cleavage of LC3-PLA2, NBD-HPC fluorescence, 1 h | inhibition, % at 8.33 µM | hit rate 0.51% among 340,000; in the data active = inhibition above about 40%
Numbers without * were called inactive; . = not tested or not shown.

SMILES	APOBEC3A inh	A3G deaminase	mIAP activ	MPTP block	beta cell repl	mIAP block	hIAP inh	hIAP activ	ATG4B inhibitor
CN(CC(=O)Nc1ccccc1C(F)(F)F)C(=O)c1cc([N+](=O)[O-])ccc1N1CCOCC1	18.7	3.5	1.05	0.1	-0.6	-5.0	-15.9	1.16	-9.3
Cc1c(C(=O)Nc2ccncc2)oc2ccccc12	2.9	-5.9	0.977	9.8	2.1	2.3	21.9	0.781	-2.2
CCN(CC(=O)Nc1ccccc1OC)C(=O)c1ccccc1Sc1ccccc1C#N	-6.8	-6.1	0.994	-0.4	2.7	0.6	-8.1	1.08	-6.4
CCn1nc(C)c(NC(=O)/C=C/c2ccc(OC)c(COc3ccc(Br)cc3)c2)c1C	-3.9	-9.2	0.954	3.9	-5.9	4.6	-11.8	1.12	-5.4
CC(C)OC(=O)/C(C#N)=C/c1ccc(-c2ccc(SC(F)F)cc2)o1	-2.0	-3.8	0.866	2.3	-1.1	13.4	-4.0	1.04	11.3
CCC(C)NC(=O)C(NS(=O)(=O)c1cccc2nsnc12)c1ccccc1 (stereo not given)	0.9	-1.9	0.928	-0.3	-0.9	7.2	-12.0	1.12	8.5
CCN1CCCC1CNC(=O)Cn1nc(C)n2nc(-c3ccccc3)cc2c1=O (stereo not given)	2.1	-1.2	0.967	-1.5	4.4	3.3	-12.4	1.12	1.3
Cc1ccc2nc(NC(=O)CSc3nc4ccccc4o3)sc2c1	4.4	-2.7	0.918	6.4	-2.9	8.2	-10.4	1.1	-19.0
Cc1cc(Cl)ccc1OCC(=O)NCCCn1ccnc1	1.2	-4.2	0.978	0.7	0.0	2.2	-3.9	1.04	2.6
O=c1cc(-c2ccccc2)nc2cc(-c3ccc(F)cc3)[nH]n12	-3.6	-1.0	1.07	10.7	-3.7	-6.7	-17.4	1.17	-3.4
COc1ccc(/C=N/NC(=O)CNC(=O)C2COc3ccccc3O2)cc1OC (stereo not given)	-4.7	-7.6	0.936	0.1	-1.5	6.4	-16.4	1.16	-19.4
Cc1ccc(S(=O)(=O)N/N=C/c2cccc3nccnc23)cc1	-3.8	-8.3	0.982	1.9	-1.5	1.8	-4.0	1.04	1.9
CC1CCCC(NC(=O)COC(=O)Cc2ccc(Br)cc2)C1C (stereo not given)	-4.7	-6.7	1.07	-2.6	-2.0	-7.1	-3.8	1.04	6.0
CC(C)(C)c1ccc(C(=O)Nc2ccc(F)cc2)s1	-0.6	-4.6	1.14	21.5	-2.2	-13.5	6.5	0.935	-5.9
Cn1c(=O)[nH]c(=O)c2c1nc(NCc1ccccc1)n2Cc1ccc(F)cc1	-2.5	-3.7	1.12	-0.2	2.3	-12.5	30.1	0.699	-11.0
Cn1c(=O)c(=O)n(C)c2cc(S(=O)(=O)Nc3ccc(OC(F)(F)F)cc3)ccc21	1.7	0.4	0.956	-0.3	-3.6	4.4	18.0	0.82	-5.9
Cc1nn(Cc2ccccc2Cl)c(C)c1C(=O)NCCN1C(=O)S/C(=C\c2ccccc2)C1=O	-0.5	-6.5	0.876	-0.7	-2.5	12.4	-15.2	1.15	4.7
COc1ccccc1NS(=O)(=O)c1ccc(C(=O)NCC2(N(C)C)CCCCC2)cc1	0.4	-5.9	0.925	-0.1	2.2	7.5	-2.3	1.02	-6.7
CCOC(=O)C1=C(Nc2ccc(Cl)cc2)OCC1=O	2.2	-2.7	0.933	0.9	-2.5	6.7	-25.6	1.26	-5.7
CC(C)C(=O)N1CCN(c2ccccc2NC(=O)c2ccc(C#N)cc2F)CC1	-1.0	-13.3	0.975	-2.0	-1.1	2.5	1.2	0.988	-6.0
CCOC(=O)c1cc(CC)sc1/N=C/C1C(=O)CCCC1=O	-2.3	-5.1	0.954	-0.4	-0.7	4.6	-11.9	1.12	6.9
CCOc1cc(/C=C/c2nc3ccccc3c(=O)[nH]2)cc(Br)c1OC	-7.7	-1.5	0.902	.	-5.3	9.8	-2.7	1.03	.
COc1ccc(CC(=O)Nc2c(C(=O)N3CCN(c4ccccc4OC)CC3)oc3ccccc23)cc1OC	0.6	2.1	1.18	1.0	-0.9	-18.3	-17.8	1.18	-2.5
Cc1ccc(C)c(N(CC(=O)NC2CCCCC2)C(=O)CNC(=O)c2ccco2)c1	-3.5	-11.1	0.958	-1.9	7.3	4.2	-10.1	1.1	4.0
Cn1c(=O)[nH]c(=O)c2c1nc(N1CCOCC1)n2CC(=O)c1ccccc1	1.5	-2.0	1.03	-1.1	1.5	-3.3	-23.3	1.23	-6.0

Continuation.
SMILES	APOBEC3A inh	A3G deaminase	mIAP activ	MPTP block	beta cell repl	mIAP block	hIAP inh	hIAP activ	ATG4B inhibitor
CCc1ccc(N2CC(C(=O)NCc3ccco3)CC2=O)cc1 (stereo not given)	-0.1	-3.8	0.949	-1.8	1.4	5.1	-12.0	1.12	0.4
CCOc1ccc2nc(N/C(N)=N/S(C)(=O)=O)nc(C)c2c1	4.9	2.0	0.994	0.1	0.1	0.6	1.7	0.983	-6.0
CCc1ccccc1NC(=O)CCC(=O)Nc1nnc(C(C)C)s1	-4.2	-4.8	0.985	-1.5	-0.1	1.5	-10.2	1.1	9.6
COCCNC(=O)c1cc(-c2ccccc2)nn1CC1CC(c2cccnc2)=NO1 (stereo not given)	-2.9	-7.6	1.02	-2.0	-1.3	-1.6	6.1	0.939	0.1
O=C(Nc1cc(S(=O)(=O)Nc2ccc(Cl)cc2)ccc1O)c1ccc(S(=O)(=O)N2CCCCCC2)cc1	-0.3	53.3*	0.891	90.9*	-6.5	10.9	7.8	0.922	17.7
Cc1ccc(F)cc1NC(=O)CCc1c(C)[nH]c(=O)c(C#N)c1C	6.0	-4.3	0.995	-2.8	-1.1	0.5	-17.2	1.17	0.9
CCc1c(O)nc(SC2CC(=O)N(c3ccccc3)C2=O)[nH]c1=O (stereo not given)	-2.9	-6.0	0.943	-0.5	3.9	5.7	-6.6	1.07	-2.4
COCCN(C(=O)c1ccco1)c1nnc(-c2ccc(OC)c(OC)c2)s1	-11.0	-8.1	0.918	-0.2	0.7	8.2	6.1	0.939	0.3
CCOC(=O)c1sc(N/N=C/c2ccccc2)nc1C	1.8	53.3*	0.783	11.7	0.0	21.7	-3.9	1.04	-6.7
CCN(CC)C(=O)CSc1nc2ccccc2c(=O)n1-c1ccccc1OC	-2.7	-3.1	1.05	-1.1	-1.0	-4.6	8.9	0.911	-1.2
CCCc1nc2ccccc2n1Cc1ccccc1OC	-3.9	-5.9	1.06	-1.8	-0.1	-6.3	5.1	0.949	0.5
COc1ccc(NC2c3ccccc3C(=O)N2c2ccccn2)cc1Cl (stereo not given)	-0.7	-1.6	1.05	0.3	-0.1	-4.8	11.0	0.89	0.5
CC(NCc1ccc(S(N)(=O)=O)cc1)C(=O)NCc1ccccc1 (stereo not given)	-0.4	-6.4	1.04	1.7	-5.0	-3.7	-12.9	1.13	6.7
CCOc1ccc(CN2C(=O)c3ccccc3C2=O)cc1C(=O)Nc1nnc(SCC)s1	0.7	-2.4	0.894	3.8	0.6	10.6	6.4	0.936	-1.7
Cc1cccc(NC(=O)C(=O)NCc2ccccn2)c1	-0.9	-5.5	0.981	-0.5	-2.0	1.9	-1.2	1.01	-11.9
Cc1c(C=O)cnn1CCC(=O)O	-3.6	-4.9	1.01	0.0	-2.4	-1.1	6.6	0.934	4.8
CC1CCN(C(=O)CSc2nnc(CNC(=O)c3ccco3)o2)CC1	-1.2	-4.8	1.04	0.2	-1.5	-4.1	-5.7	1.06	-8.1
CSc1sc(C(=O)N(C)C)cc1S(=O)(=O)C(C)C	0.3	3.4	0.972	2.5	-0.1	2.8	-5.5	1.05	0.1
CC(C)(C)C(=O)NCc1ccc(C(=O)CSc2nnc(-c3ccncc3)n2C2CC2)s1	-1.9	-5.1	0.992	1.0	-1.1	0.8	3.0	0.97	-4.0
CCOC(=O)C1(Cc2cccc(F)c2)CCN(C(=O)c2cnc(C)cn2)CC1	-4.7	-8.5	0.99	-1.9	-0.3	1.0	-0.9	1.01	1.1
Cc1ncc([N+](=O)[O-])n1CC(=O)Nc1ccc(F)cc1	-5.1	-8.2	0.945	0.0	-1.0	5.5	2.8	0.972	1.1
CCOc1ccc(NC(=S)N(C)C)cc1	-0.7	-8.9	0.92	0.7	-0.7	8.0	8.1	0.919	-2.8
O=C(COc1ccc(Cl)cc1)NCc1nnc(SCC(=O)N2CCCC2)o1	-3.5	-6.9	0.995	2.4	-3.4	0.5	-5.0	1.05	16.8
COc1cc(OC)cc(C(=O)NNC(=O)CN2C(=O)NC3(CCCC3)C2=O)c1	0.9	-4.4	0.87	-1.9	9.8	13.0	-10.1	1.1	-8.6
COC(=O)c1ccc(NC(=O)CSc2nc3ncccc3[nH]2)cc1	0.3	1.2	0.8	20.5	-1.1	20.0	-25.2	1.25	-3.5

The listing continues:
SMILES	APOBEC3A inh	A3G deaminase	mIAP activ	MPTP block	beta cell repl	mIAP block	hIAP inh	hIAP activ	ATG4B inhibitor
CC(=O)c1c(COC(=O)c2ccc(F)cc2)nc2ccccc2[n+]1[O-]	-0.9	-10.2	1	3.1	-1.1	-0.3	12.6	0.874	-8.9
COC(=O)C1=C(C)N(C)C(=S)N(C)C1c1ccc(OC)cc1 (stereo not given)	-4.5	-11.3	0.957	0.0	-1.1	4.3	8.5	0.915	2.8
CCNC(=O)c1ccc(CSc2nc3ccccc3s2)cc1	-4.7	-5.7	0.947	3.4	-2.3	5.3	-10.0	1.1	8.5
O=C(Nc1ccc(C(=O)O)cc1)/C(=C\c1ccco1)NC(=O)c1ccccc1Cl	1.6	-7.9	1.06	-0.2	-1.1	-5.9	6.0	0.94	1.9
O=C(Cn1nc(C(F)(F)F)c2c1CCC2)Nc1ccccc1C(F)(F)F	1.2	0.4	0.976	-0.4	-0.8	2.4	23.4	0.766	5.6
CCOc1cc(C(=O)NC)cc(Br)c1OC	6.6	-11.9	1.05	-1.9	4.0	-4.7	-15.4	1.15	-13.7

An excerpt of these results, with values under each structure:
Every second line gives: APOBEC3A inh, A3G deaminase, mIAP activ, MPTP block, beta cell repl, mIAP block, hIAP inh, hIAP activ, ATG4B inhibitor
- COC(=O)C1=C(C)N(C)C(=S)N(C)C1c1ccc(OC)cc1 (stereo not given)
  -4.5, -11.3, 0.957, 0.0, -1.1, 4.3, 8.5, 0.915, 2.8
- CCNC(=O)c1ccc(CSc2nc3ccccc3s2)cc1
  -4.7, -5.7, 0.947, 3.4, -2.3, 5.3, -10.0, 1.1, 8.5
- O=C(Nc1ccc(C(=O)O)cc1)/C(=C\c1ccco1)NC(=O)c1ccccc1Cl
  1.6, -7.9, 1.06, -0.2, -1.1, -5.9, 6.0, 0.94, 1.9
- O=C(Cn1nc(C(F)(F)F)c2c1CCC2)Nc1ccccc1C(F)(F)F
  1.2, 0.4, 0.976, -0.4, -0.8, 2.4, 23.4, 0.766, 5.6
- CCOc1cc(C(=O)NC)cc(Br)c1OC
  6.6, -11.9, 1.05, -1.9, 4.0, -4.7, -15.4, 1.15, -13.7

Assay outcomes: PubChem BioAssay, Sanford-Burnham Center for Chemical Genomics
